# GRK2 aptamer HTS – blocks RNA aptamer binding to human GRK2. 330,000 compounds, 0.59% hits. inhibition of aptamer binding, % at 10 µM. bead flow cytometry, FAM-aptamer displacement from GRK2. AID 488847;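 active = inhibition of aptamer binding above 40%, roughly 3 SD of noise, on plates passing a quality check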;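 note: median bead fluorescence of bound FAM aptamer so fluorescent compounds give negative values; no value below 0 was filed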
# HCV core dimer – blocks dimerization of HCV core protein; TR-FRET GST/Flag-core106 dimerization, 1536-well; inhibition, % at 5 µM; 300,000 compounds, 0.33% hits; AID 1899;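 active = inhibition above the mean of all tested compounds plus 3 SD, set per screening campaign, cut at about 45% in these data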
#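 test system = GST/Flag-tagged HCV core106 proteins | probe or stimulus = Eu donor and XL665 acceptor anti-tag antibodies | times = compound-protein-antibody incubation 4 h at 22.5 °C | signal = TR-FRET, excitation 340 nm, emission 617 and 671 nm | measure = percent inhibition of core106 dimerization signal | controls = wells lacking GST-core106 and wells with excess unlabelled core106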
# PP1 counter – counter-screen for PP5 inhibitors: inhibitors of human PP1-alpha | purified PP1alpha, OMFP fluorescence | inhibition, % at 6.7 µM | 320,000 compounds, 0.9% hits | AID 2235;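 active = inhibition above the mean inhibition of all tested compounds plus 3 SD, computed separately for each screening campaign, cut at about 15% in these data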
# GASC-1 inh – blocks human GASC-1 demethylase activity. AID 2099. GST-JMJD2C(1-420) H3K9me3 demethylation, DELFIA europium. Q9H3R0. 330,000 compounds, 0.069% hits. inhibition, % at 2.35 µM;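 active = more than half of a compound's replicate wells show inhibition beyond 50%, single wells judged on their own value; inconclusive = some, but no more than half, of replicates pass 50% inhibition; inactive = no replicate passes 50% inhibition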;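 note: signal counts dimethyl H3K9 product captured on neutravidin plate; 0% = median of DMSO wells and 100% = 0.3 times that DMSO median; strong numbers were not always called active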
# Target sequence (Q9H3R0 1-420 limits assumed): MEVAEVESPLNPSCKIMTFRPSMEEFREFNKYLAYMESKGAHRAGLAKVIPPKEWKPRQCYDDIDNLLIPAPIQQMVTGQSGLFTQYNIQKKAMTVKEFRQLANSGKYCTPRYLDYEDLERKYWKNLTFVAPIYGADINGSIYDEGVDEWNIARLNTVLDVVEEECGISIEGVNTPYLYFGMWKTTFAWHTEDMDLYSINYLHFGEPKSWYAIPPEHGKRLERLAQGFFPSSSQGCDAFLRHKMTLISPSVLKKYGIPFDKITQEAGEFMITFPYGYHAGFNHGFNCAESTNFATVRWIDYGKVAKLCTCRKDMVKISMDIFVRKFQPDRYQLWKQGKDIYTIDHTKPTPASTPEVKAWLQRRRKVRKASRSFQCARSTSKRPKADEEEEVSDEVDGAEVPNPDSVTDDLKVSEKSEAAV
# VLA-4 inh – inhibition in a human VLA-4 binding assay; P13612; VLA-4 expressing cells, ligand binding flow cytometry; inhibition, % (about 7 µM as worked out from the volumes in the protocol); 330,000 compounds, 0.2% hits; AID 2557; in the data active = inhibition above about 50%
# procasp3 activ – procaspase-3 (human) activation | P42574 | recombinant procaspase-3 D3A, Ac-DEVD-pNA absorbance 405 nm | activation, % at 8.5 µM | 330,000 compounds, 0.11% hits;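 active = activation above the mean of all tested compounds plus 3 SD, cut at about 21% in these data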;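 note: 0% = DMSO alone and 100% = DMSO wells spiked with extra 5 µM PC-3 D3A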
# Target sequence (P42574 whole entry D9A/D28A/D175A): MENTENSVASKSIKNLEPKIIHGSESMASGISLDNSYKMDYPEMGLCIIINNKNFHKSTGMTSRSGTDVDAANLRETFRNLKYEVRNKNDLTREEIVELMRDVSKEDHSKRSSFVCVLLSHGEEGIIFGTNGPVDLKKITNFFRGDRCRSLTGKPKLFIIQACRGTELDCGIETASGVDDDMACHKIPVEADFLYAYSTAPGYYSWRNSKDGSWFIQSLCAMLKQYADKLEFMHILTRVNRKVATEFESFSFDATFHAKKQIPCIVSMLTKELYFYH
#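 material = Procaspase-3 D3A mutant | probe or stimulus = Ac-DEVD-pNA | compound = single dose, 8.5 µM nominal compound, 0.8% DMSO | timing = 1 h preincubation, 2 h reaction | measured by = 405 nm absorbance of p-nitroaniline, reads at 0 and 120 min | benchmarks = DMSO-only low control, 5 µM PC-3 D3A high control | repeats = singlicate, each compound tested once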
# Fh CTSL1 inh – cathepsin L1 inhibition, PFM18AAP counter-screen; recombinant F. hepatica cathepsin L1, Z-Leu-Arg-MCA fluorescence; inhibition, % at 5.96 µM; 300,000 compounds, 0.49% hits; AID 1906;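 active = inhibition above the mean of all tested compounds plus 3 SD, set per screening campaign, cut at about 17% in these data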;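 note: 0% = plate median of test compound wells and 100% = 1 µM Z-Phe-Ala-diazomethylketone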
# PP5 inh – blocks human protein phosphatase 5 activity; P53041; purified PP5c, OMFP substrate fluorescence; inhibition, % at 6.7 µM; 320,000 compounds, 0.18% hits; AID 1987;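 active = inhibition above the campaign's mean inhibition across all tested compounds plus 3 SD, cut at about 9.5% in these data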;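 note: 0% = DMSO only and 100% = 100 µM cantharidin control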
# procasp7 counter – activates human procaspase-7, counter-screen for procaspase-3 activators | P55210 | recombinant procaspase-7, Ac-DEVD-pNA absorbance 405 nm; D23A/D198A/D206A triple mutant, cannot self-cleave; scale: DMSO 0, 5 µM enzyme 100 | activation, % at 8.5 µM | 330,000 compounds, 0.093% hits | AID 463210;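 active = percent activation above the screen-wide mean plus 3 SD, cut at about 25% in these data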
# Target sequence (P55210 whole entry D23A/D198A/D206A): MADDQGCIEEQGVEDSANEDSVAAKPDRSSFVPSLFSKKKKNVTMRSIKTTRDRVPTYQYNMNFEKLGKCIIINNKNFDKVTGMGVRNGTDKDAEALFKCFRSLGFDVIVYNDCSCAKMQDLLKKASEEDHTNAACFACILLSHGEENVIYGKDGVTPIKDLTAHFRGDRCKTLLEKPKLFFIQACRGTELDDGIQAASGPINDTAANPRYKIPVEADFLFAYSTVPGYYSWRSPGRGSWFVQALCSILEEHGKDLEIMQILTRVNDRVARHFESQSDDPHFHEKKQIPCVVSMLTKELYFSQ
#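 Material: Procaspase-7 triple mutant (PC-7 D3A) | Quantity: 2 µM procaspase-7 mutant as dispensed | Reagent: DEVD-pNA substrate | Times: 1 h preincubation, 2 h reaction | Technique: 405 nm absorbance of p-nitroaniline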
# * hit, by the source's call; ? = inconclusive; nt = no result given. Rows are unselected; any-hit rate near 2.6%.
Compound	GRK2 aptamer HTS	HCV core dimer	PP1 counter	GASC-1 inh	VLA-4 inh	procasp3 activ	Fh CTSL1 inh	PP5 inh	procasp7 counter
O=C(NCCCN1CCOCC1)c1cc(-c2ccc(O)cc2)on1	1.0	4.3	0.2	-4.7	12.6	12.0	0.5	-0.2	7.0
O=C(NCc1ccco1)c1cnn2c(C(F)(F)F)cc(-c3ccco3)nc12	0.0	7.8	-3.5	11.6	3.3	0.0	2.1	-0.1	6.5
COC(=O)CC/C(C)=N\Nc1ccc([N+](=O)[O-])cc1[N+](=O)[O-]	6.0	2.1	-2.8	15.6	1.4	-8.4	1.1	0.1	-7.4
COc1ccc(/C=C2\Oc3cc(OCC(=O)N4CC(O)C[C@H]4C(=O)O)ccc3C2=O)cc1OC (some centres undefined)	1.0	-4.0	2.7	7.5	-6.9	-13.3	4.4	-0.1	-6.1
CN1CCN(c2ccc(NC(=O)c3ccc(-c4ccc(Cl)cc4)o3)cc2)CC1	0.0	-25.6	1.0	-5.3	2.2	-7.8	-3.1	3.1	1.4
O=C(Cn1ccsc1=NC(=O)c1ccco1)c1ccccc1	3.0	0.1	-2.6	-11.8	-0.3	10.6	-0.8	1.3	6.4
COc1cccc(OC)c1OCCN(C)C	0.0	0.3	-1.8	2.6	16.5	1.8	1.6	-1.1	5.0
CCc1ccc2[nH]c(=O)c(CN(CCN(C)C)C(=O)Nc3ccccc3OC)cc2c1	0.0	0.8	0.1	91.3	10.2	-0.5	-2.6	3.2	8.7
C[n+]1ccc(/C=C/c2ccccc2O)c2ccccc21	3.0	-0.3	-0.4	8.7	2.8	-2.2	-1.6	1.3	-9.0
CC(CN1CCCCC1)OC(=O)C(C)(c1ccccc1)c1ccccc1 (centres undefined)	1.0	-1.5	2.2	4.9	14.1	6.7	0.0	3.2	-3.1
Cn1c(CCCOc2ccc(Cl)cc2Cl)nnc1SCC(=O)Nc1cccc(F)c1	0.0	11.9	2.0	-6.9	2.1	-1.4	4.7	3.6	8.0
O=S(=O)(Nc1cccc2ncccc12)c1cccs1	0.0	5.4	-3.6	-7.2	19.6	-21.2	4.1	8.4	-9.0
COc1ccc2c(c1)C(=O)N(c1ccc(C)cc1C)C(=O)C2(C)C	3.0	2.7	0.0	-18.7	8.1	6.2	0.3	0.6	2.5
O=C(Nc1cccc(Br)c1)c1cccc(OC(=S)N2CCOCC2)c1	2.0	-2.4	4.3	-4.7	1.7	4.8	4.9	4.8	-3.8
Cc1c(C(=O)O)sc2nc(/C=C/c3cccc(F)c3)[nH]c(=O)c12	1.0	6.8	-5.9	-14.8	-5.9	1.9	4.6	-5.3	-11.9
OCCN(CC#CC(O)(c1ccccc1)C1CCCCC1)CCO (centres undefined)	1.0	4.9	2.3	6.8	20.4	-0.3	-1.0	-1.5	-6.0
Cc1ccc(C(=O)NC2CCCN(c3ccc(C(F)(F)F)cn3)C2)cn1 (centres undefined)	4.0	-6.4	-1.2	-0.5	10.2	2.7	1.6	0.2	-8.9
CCN(CC)S(=O)(=O)c1cccc(NC(=O)COC(=O)/C=C/c2cccs2)c1	0.0	-15.9	3.6	1.2	15.2	-6.4	1.1	0.5	5.7
COc1ccccc1-c1nc(COc2ccc(Cl)cc2Cl)no1	1.0	1.9	-4.7	11.4	4.7	6.6	2.7	3.4	5.6
Cc1c(N2C(=O)/C(=C3/C(=O)N(C)c4ccccc43)SC2=S)c(=O)n(-c2ccccc2)n1C	1.0	-1.9	2.2	66.6	1.9	-8.1	3.5	-1.1	-12.8
Cc1ccc2c(c1)NCC(C(=O)NC1CCC(C)CC1)O2 (centres undefined)	3.0	3.1	-3.3	-1.6	17.1	7.3	1.3	-0.7	-3.6
COc1ccc2[nH]c3c(=O)n(CCc4ccccc4)cnc3c2c1	0.0	3.5	-3.6	-5.2	-6.5	2.5	3.3	-0.9	6.0
O=C(c1ccccc1F)N1CCC(O)(c2cccnc2)CC1	2.0	-3.4	-4.0	17.6	1.5	-0.5	-0.3	1.3	7.8
CC(C)(C)c1nnc(NC(=S)Nc2ccccc2)s1	0.0	1.1	-4.2	-7.3	20.3	-6.1	-0.6	4.7	0.5
O=c1nc(N2CCOCC2)ccn1-c1nc(-c2ccccc2)sc1-c1ccccc1	0.0	1.1	-2.8	1.3	-0.8	-2.3	-5.5	0.3	3.4
CCC(C)(C)c1ccc(OCC(=O)Nc2ccncc2)cc1	0.0	-15.0	13.3	-2.9	11.4	-2.1	-2.6	3.7	3.3
CN(NC(=O)c1ccccc1)c1nc2ccccc2nc1C(F)(F)F	2.0	-6.2	-1.2	-1.7	4.7	6.9	1.5	1.1	0.6
CC(=O)c1ccccc1NC(=O)COC(=O)Cc1cccc(C(F)(F)F)c1	0.0	nt	4.2	-5.1	5.7	1.1	nt	5.6	1.3
CCOc1ccc(NC(=O)CN(c2ccc([N+](=O)[O-])cc2)S(=O)(=O)c2ccccc2)cc1	0.0	9.9	3.7	0.9	22.4	-2.3	4.5	3.5	16.9
Cc1cc(C)n2nc(SCC(=O)c3cc(C)n(-c4cc(C)on4)c3C)nc2n1	0.0	5.6	-1.8	6.1	-1.0	-2.1	-0.3	2.5	-4.9
CC(=O)Nc1ccc(OS(=O)(=O)c2ccc(Cl)cc2)cc1	0.0	-23.6	1.2	6.7	4.5	-8.1	6.7	0.1	-13.9
Cc1ccc2nc(-c3ccncc3)cc(C(=O)N3CCOCC3)c2c1	4.0	-16.0	-8.2	7.5	-6.7	0.5	-9.2	4.0	3.1
CCOC(=O)c1sc2nc(N3CCCC3)c3c(c2c1N)CC(C)(C)OC3	1.0	13.0	-4.1	-8.6	7.2	0.2	3.0	2.0	-3.6
CCC(C)CCN1C(Nc2ccccc2)=NC[C@@H]1CC(C)C (some centres undefined)	0.0	-5.2	-3.9	-0.5	18.7	13.8	7.8	0.1	9.0
O=C(/C(C=Nc1cc2c(oc1=O)CCCC2=O)=C(\O)c1ccccc1)c1ccccc1	2.0	5.0	-3.3	3.0	-14.6	3.5	4.6	-4.0	-4.2
COc1cc(Cl)c(C)cc1NC(=O)Cn1c(NCCO)nc2ccccc21	2.0	-1.7	-4.5	-9.3	8.7	1.2	-7.3	0.2	-11.8
O=C(/C=C/c1ccc(Br)cc1)Nc1ccc(S(=O)(=O)Nc2ncccn2)cc1	0.0	10.0	0.1	12.4	24.6	0.6	1.9	-2.8	3.5
COc1ccccc1CCNC(=O)CN1C(=O)c2ccccc2S1(=O)=O	0.0	-3.7	-5.6	1.5	1.9	3.2	-2.5	0.7	3.6
COC(=O)c1ccc(CSc2nnc(CNC(=O)COc3ccc(Cl)cc3)o2)o1	0.0	6.8	0.6	14.3	-4.7	3.5	-0.9	0.5	2.2
O=C(Nc1nc2c(F)cc(F)cc2s1)C1CC1	5.0	23.8	2.2	-19.1	-7.6	-2.6	-1.8	-0.2	5.3
CCn1ccc(C(=O)NC2=C(C#N)CCC2)n1	0.0	0.6	-5.0	-3.6	-9.1	6.2	-4.6	-2.0	-3.1
CCc1ccc(C(=O)NC(=S)Nc2ccccc2N2CCOCC2)cc1	0.0	-0.1	3.9	1.2	8.9	4.2	2.9	2.3	-14.4
CC(C)CCNC(=O)Nc1ccc2c(c1)N(C)C(=O)CS2	0.0	18.1	1.2	-9.7	7.3	1.4	0.0	2.1	10.8
COc1ccc(C2=NCCn3nc4cc([N+](=O)[O-])ccc4c32)cc1	0.0	12.9	-0.9	4.0	9.9	3.5	2.6	0.6	4.3
CCc1ccc(OCc2cnc(Cl)s2)cc1	1.0	-6.4	-0.3	118.4	12.9	0.6	-1.0	0.4	17.6
Cc1cc(C(=O)N/N=C/c2ccccn2)n[nH]1	0.0	-9.6	-0.2	-9.2	-2.3	-5.1	-2.7	3.5	1.7
Cc1ccsc1/C=C(\C#N)C(=O)NCc1cccnc1	0.0	9.2	-4.6	-3.7	-4.2	0.7	5.0	0.0	-0.8
N#Cc1ccccc1OCC(=O)NCC(c1cccs1)N1CCOCC1 (centres undefined)	0.0	5.8	0.5	-2.3	12.7	-4.0	4.0	0.4	5.4
Cc1cc(C(=O)NCc2nc(-c3ccccc3)no2)ccc1[N+](=O)[O-]	3.0	6.9	-1.8	2.8	7.1	-10.2	3.0	-0.6	2.3
C1CC1Cc1noc(CN2CCN(CC3CC3)CC2)n1	1.0	1.1	-4.5	-0.7	3.1	5.8	-0.9	-1.2	-2.7
COc1ccc(CCn2c(=N)c(C(=O)N3CCN(C)CC3)cc3c(=O)n4ccccc4nc32)cc1	0.0	5.8	-0.5	?	5.4	-7.7	-4.7	3.5	-10.2
CC(C)N(Cc1ccccc1)C(=O)COC(=O)C1CCN(S(=O)(=O)c2ccc3c(c2)OCCO3)CC1	0.0	6.4	15.8*	1.2	8.4	1.4	-2.7	-0.1	6.1
COc1ccc(NC(=O)N2CCCc3ccccc32)cc1	0.0	-2.8	-4.0	-0.1	8.5	14.3	-1.4	-2.9	5.7
CCOC(=O)c1nc[nH]c1C	0.0	-1.4	-1.3	-7.9	-0.3	2.3	0.6	0.9	6.4
Cc1ccc(S(=O)(=O)N2CC(=O)N3CCN(CCN)C3C2)cc1 (centres undefined)	0.0	nt	nt	25.4	7.6	5.6	nt	nt	3.4
O=C(COC(=O)Cc1ccc(S(=O)(=O)N2CCCCC2)s1)Nc1ccc2c(c1)OCO2	6.0	62.8*	6.6	-15.2	4.1	-9.0	-1.4	-0.7	9.2
CCOC(=O)c1nnc(-c2ccc(C)cc2)nc1Oc1ccccc1Cl	1.0	5.0	-4.3	-0.3	2.9	-7.8	0.6	-0.4	5.5
C=CCc1cccc(/C=N/NC(=O)c2ccccc2Br)c1O	3.0	11.0	3.4	-6.6	10.4	-77.6	1.5	5.3	-104.2
Cc1ccc(-c2cnc(-c3ccncc3)o2)cc1	2.0	2.4	-1.4	10.2	1.8	3.6	2.1	-1.3	0.3
CCCC(=O)Nc1sc2c(c1C(=O)Nc1ccccn1)CCCC2	0.0	0.5	-0.3	-3.1	4.6	2.2	-5.2	-0.3	10.8
O=S(=O)(Cc1ccccc1)N1CCCCCC1	1.0	-3.2	-7.0	-13.0	-0.2	-6.4	-1.7	1.0	4.1
